High-throughput results: PubChem BioAssay, several laboratories
KCNK3 block = human KCNK3 channel inhibition, primary screen; O14649; CHO-KCNK3 thallium flux, FluxOR fluorescence; stronger effect = lower value; B-score at 10 µM; actives 0.84% (n = 340,000); AID 602410;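 active = B-score under library mean minus 4 SD, starting fluorescence ratio at most library mean plus 5 SD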;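 also: more negative B-score means stronger inhibition of thallium flux through KCNK3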
Target sequence (O14649 whole entry, looked up): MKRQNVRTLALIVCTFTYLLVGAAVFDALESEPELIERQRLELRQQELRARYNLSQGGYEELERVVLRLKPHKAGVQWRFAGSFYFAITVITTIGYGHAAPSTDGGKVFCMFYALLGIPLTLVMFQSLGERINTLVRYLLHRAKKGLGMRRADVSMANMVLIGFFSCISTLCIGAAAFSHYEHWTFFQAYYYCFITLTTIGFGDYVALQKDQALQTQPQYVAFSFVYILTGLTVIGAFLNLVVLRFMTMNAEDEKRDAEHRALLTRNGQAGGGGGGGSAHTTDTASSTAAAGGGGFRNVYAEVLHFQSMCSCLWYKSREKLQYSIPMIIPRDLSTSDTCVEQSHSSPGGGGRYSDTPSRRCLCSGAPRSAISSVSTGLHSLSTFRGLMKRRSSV
KCNQ1 pot = potentiators or activators of human KCNQ1 potassium channel | B-score at 10 µM | AID 2648 | CHO-K1 KCNQ1, thallium flux FluxOR fluorescence; stronger effect = higher value | actives 0.35% (n = 310,000);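 active = fluorescence ratio B-score, a plate-corrected score, at least three library SD, with initial intensity B-score within 5 SD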
Target sequence (P51787 whole entry, looked up): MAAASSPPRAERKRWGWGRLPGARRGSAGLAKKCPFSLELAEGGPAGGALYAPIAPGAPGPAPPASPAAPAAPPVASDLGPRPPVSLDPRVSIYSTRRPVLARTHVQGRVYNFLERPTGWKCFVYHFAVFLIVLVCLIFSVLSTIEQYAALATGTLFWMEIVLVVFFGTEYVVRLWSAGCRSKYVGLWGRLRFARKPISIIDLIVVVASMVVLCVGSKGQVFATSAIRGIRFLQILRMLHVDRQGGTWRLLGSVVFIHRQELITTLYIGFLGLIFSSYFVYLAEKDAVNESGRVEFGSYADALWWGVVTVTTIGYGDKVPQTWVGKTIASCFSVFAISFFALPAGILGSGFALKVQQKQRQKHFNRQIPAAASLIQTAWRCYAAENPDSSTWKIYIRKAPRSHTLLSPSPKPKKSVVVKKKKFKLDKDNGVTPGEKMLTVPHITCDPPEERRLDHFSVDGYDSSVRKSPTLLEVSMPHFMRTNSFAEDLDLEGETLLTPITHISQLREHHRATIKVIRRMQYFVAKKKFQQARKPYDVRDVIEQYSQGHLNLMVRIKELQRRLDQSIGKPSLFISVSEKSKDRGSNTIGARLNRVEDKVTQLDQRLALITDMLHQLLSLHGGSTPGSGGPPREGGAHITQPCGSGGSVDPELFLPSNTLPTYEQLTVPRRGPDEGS
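Assay system: stable KCNQ1 CHO-K1 line; medium: assay buffer, equal DMSO in all wells; timing: 90 min dye loading and 20 min compound exposure, both at room temperature; technique: kinetic FluxOR thallium fluorescence, 10-s 1-Hz baseline, 110-s post-stimulus read; read-out basis: B score of baseline-normalized fluorescence ratio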
Platelet DG rel = platelet dense granule release activity. human platelet-rich plasma, SFLLRN dense granule ATP release, luminescence. actives 0.22% (n = 300,000). inhibition, %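 (compounds screened at 7.5 µM in platelet-rich plasma)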;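 active = mean replicate score, as percent of positive control, at or above 50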
hERG rescue = compounds protecting human hERG from proarrhythmic drug block; actives 0.51% (n = 310,000); activation (rescue from dofetilide block), less the hit threshold, % at 10 µM; Q12809; CHO-hERG, FluxOR thallium flux, dofetilide IC70 present; AID 1511;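 active = activation above the mean of controls blocked by dofetilide plus 5 SD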;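 also: thallium influx through hERG after potassium depolarization seen as dye fluorescence rise; in these data hits start at about 4.7%; inactives centre near -7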
TRPC4 agonist = TRPC4 (mouse) channel activation | Q9QUQ5 | HEK293 TRPC4beta/mu-opioid, Fluo4 calcium fluorescence; stronger effect = higher value | B-score at 10 µM | actives 0.49% (n = 310,000);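 active = B-score above 5 SD of library B-scores, and initial fluorescence ratio not above library mean plus 5 SD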;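 also: positive B-score marks a calcium rise read as TRPC4 activation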
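Assay system: HEK293 stable line with TRPC4beta plus mu-opioid receptor; schedule: 45 min room-temperature Fluo4 loading, 110 s read; technique: kinetic Fluo4 calcium fluorescence; evaluation: integrated baseline-normalised fluorescence ratio, converted to per-well B score; controls: buffer (low) and maximal DAMGO (high)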
Dyrk1A ADPGlo = Dyrk1A (rat) kinase inhibition | AID 504441 | ADP-Glo luminescence, NFATc1 peptide | inhibition, % at 12.5 µM | actives 0.43% (n = 310,000) | Q63470; in the data active = inhibition above about 50%;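 also: plate controls were vehicle with enzyme for no effect and no enzyme for full effect; many of its hits are not listed in these tables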
PolyA inhibitor = blocks polyadenylation in yeast reporter cells | actives 0.02% (n = 300,000) | calls only at 12 µM | S. cerevisiae SKY197-pL101 polyadenylation reporter, beta-gal luminescence; efflux-impaired pdr1/pdr3 knockout yeast; score 100 = 6 SD above DMSO;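 active = lowest replicate activity score at least 50, where 100 means six control SD above control mean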;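 also: yeast exposed to compound for 9 h at 30 °C; higher score means more reporter readthrough which indicates perturbed polyadenylation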
TRPC4 inh = blocks the mouse TRPC4 cation channel; B-score at 10 µM; HEK293 TRPC4beta/mu-opioid, DAMGO-evoked Fluo4 calcium flux; stronger effect = lower value; Q9QUQ5; actives 0.39% (n = 300,000);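 active = B-score over 3 SD under the library average, no early fluorescence shift, positive overall ratio signal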
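Assay system: TRPC4beta/mu-opioid receptor HEK293 cell line; compound dosing: single concentration per test compound; detection: Fluo4 Ca2+ flux fluorescence; evaluation: per-well B score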
KCNQ1 block = human KCNQ1 channel inhibition; CHO-K1 KCNQ1, FluxOR thallium flux fluorescence; stronger effect = higher value; B-score at 10 µM; AID 2642; actives 1.3% (n = 310,000); P51787;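 active = compounds whose thallium flux B-score, printed positive for inhibition, exceeds three library SD while starting fluorescence stays within three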;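 also: channel opened by potassium depolarization with thallium stimulus after 20 min compound exposure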
KCNK9 block = human KCNK9 channel inhibition | Q9NPC2 | HEK293 KCNK9, FluxOR thallium flux fluorescence; stronger effect = lower value | B-score at 10 µM | actives 1.2% (n = 310,000) | AID 488922;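 active = ratio B-score over 3 SD below the library mean, with starting fluorescence within 5 SD of its mean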;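 also: negative B-score means less thallium flux so channel inhibition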
TRPC4 potent = allosteric potentiators of mouse TRPC4 channel; AID 2227; B-score at 10 µM; actives 0.42% (n = 310,000); Q9QUQ5; HEK293 TRPC4beta/mu-opioid, DAMGO EC20, Fluo-4 Ca2+ flux; stronger effect = higher value;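 active = B-score of calcium response area above 5 SD of library B-scores, with initial fluorescence ratio within 5 SD of library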;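 also: B-score of integrated fluorescence ratio over time as area under calcium response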
* marks the source's active call; other numbers are inactive results; i = inactive; / = no result given. Some of the compounds tested; rates above refer to the full screens.

SMILES	KCNK3 block	KCNQ1 pot	Platelet DG rel	hERG rescue	TRPC4 agonist	Dyrk1A ADPGlo	PolyA inhibitor	TRPC4 inh	KCNQ1 block	KCNK9 block	TRPC4 potent
COc1ccc(CCN2CC(C(=O)OCC(=O)Nc3c(C)nn(-c4ccccc4)c3C)CC2=O)cc1OC (stereo unspecified)	i	i	0	-13	i	-9	i	i	i	i	i
OCC1(CCCc2ccccc2)CCN(Cc2ccc(F)cc2)CC1	i	i	6	-6	i	6	i	i	i	i	i
CN(CCCC(=O)Nc1nccs1)S(=O)(=O)c1ccc(Cl)cc1	i	i	22	-7	i	-5	i	i	i	i	i
COc1ccc(NS(=O)(=O)c2cc(NC(=O)CNC(=O)c3cccc(OC)c3)ccc2C)cc1	i	i	-9	-9	i	2	i	i	i	i	i
O=C1NC(NS(=O)(=O)c2ccccc2)(C(F)(F)F)C(=O)N1CCc1ccccc1 (stereo unspecified)	i	i	-2	-1	i	-5	i	i	i	i	i
Nc1nc(CSCCO)nc(Nc2ccc(F)cc2)n1	i	i	-4	-12	i	11	i	i	i	i	i
COc1ccc(S(=O)(=O)NCCNC(=O)N2CCOCC2)cc1	i	i	-14	-2	i	0	i	i	i	i	i
COc1ccc(N2CCN(C(=O)C3CCCN(S(=O)(=O)c4c(C)noc4C)C3)CC2)cc1 (stereo unspecified)	i	i	-14	-6	i	5	i	i	i	i	i
COc1ccc(N2CCN(CC(=O)c3c[nH]c4ccccc34)CC2)cc1	i	i	-5	-15	i	/	i	i	i	i	i
CC(CCc1ccccc1)NC(=O)C(=O)NCCO (stereo unspecified)	i	i	-5	-9	i	5	i	i	i	i	i
CC(OC(=O)Cn1[nH]c(=O)c2ccccc2c1=O)C(=O)Nc1ccc(F)cc1Cl (stereo unspecified)	i	i	13	-13	i	5	i	i	i	i	i
CN1CCN(C(=O)c2ccccc2-c2ccccc2C(=O)O)CC1	i	i	-3	-5	i	2	i	i	i	i	i
O=C(c1ccc(Oc2ccc(Cl)cc2)c([N+](=O)[O-])c1)N1CCCC1	i	i	4	-6	i	7	i	i	i	i	i
COc1ccc(-c2nc3n(c2C)Cc2ccccc2-3)cc1	i	i	0	-9	i	-1	i	i	i	i	i
CCOc1ccc(NS(=O)(=O)c2ccc(NS(=O)(=O)c3ccccc3)cc2)cc1	i	i	-5	-14	i	2	i	i	i	i	i
CCn1c(-c2cc(Cl)ccc2OC)n[nH]c1=S	i	i	-2	-11	i	4	i	i	i	i	i
Cc1ccc(C)c(S(=O)(=O)N2CCN(C(=O)CSc3ccccc3)CC2)c1	i	i	-2	-9	i	-5	i	i	i	i	i
C/C(=N\NC(=O)c1ccc(F)cc1)c1ccccn1	i	i	-4	-2	i	-2	i	i	i	i	i
CC(Oc1ccc2c3c(c(=O)oc2c1)CCCC3)C(=O)NCc1ccccn1 (stereo unspecified)	i	i	-4	-8	i	7	/	i	i	i	i
Cc1cc(-c2nnc3sc(-c4ccc(Cl)cc4Cl)nn23)n[nH]1	i	i	6	0	i	-8	i	i	i	i	i
Cc1cc(NC(=O)c2ccc(F)cc2)n(-c2ccccn2)n1	i	i	-5	-9	i	/	i	i	i	i	i
COc1cc(C(=S)N2CCOCC2)ccc1OC(=O)c1cc(OC)c(OC)c(OC)c1	i	i	-1	0	i	-1	i	i	i	i	i
COCc1nnc(SCC(=O)NC(C)c2ccccc2)n1-c1ccccc1 (stereo unspecified)	i	i	-23	-1	i	0	i	i	i	i	i
CCCCSCc1[nH]c(=O)[nH]c1C(=O)CCCCC(=O)OCC	i	i	2	-15	i	-8	i	i	i	i	i
CC(C)CCn1c(CN2CCN(C(=O)c3ccco3)CC2)nc2c1c(=O)n(C)c(=O)n2C	i	i	5	-9	i	2	i	i	i	i	i

The last 3 records of the part above are carried over, then new ones follow.
SMILES	KCNK3 block	KCNQ1 pot	Platelet DG rel	hERG rescue	TRPC4 agonist	Dyrk1A ADPGlo	PolyA inhibitor	TRPC4 inh	KCNQ1 block	KCNK9 block	TRPC4 potent
COCc1nnc(SCC(=O)NC(C)c2ccccc2)n1-c1ccccc1 (stereo unspecified)	i	i	-23	-1	i	0	i	i	i	i	i
CCCCSCc1[nH]c(=O)[nH]c1C(=O)CCCCC(=O)OCC	i	i	2	-15	i	-8	i	i	i	i	i
CC(C)CCn1c(CN2CCN(C(=O)c3ccco3)CC2)nc2c1c(=O)n(C)c(=O)n2C	i	i	5	-9	i	2	i	i	i	i	i
COc1ccc(NC(=O)/C(C#N)=C/c2ccc(Br)o2)cc1	i	i	6	-9	i	-102	i	i	i	i	i
COC(=O)c1c(NC(=O)CSc2nc(-c3ccco3)cc(C(F)(F)F)n2)sc2c1CCCC2	i	i	5	0	i	/	i	i	i	i	i
O=C(N/N=C\c1cc2c(cc1[N+](=O)[O-])OCO2)c1cccs1	i	i	/	-14	i	5	/	i	i	i	i
CCC(=O)c1ccc(OCC(=O)Nc2cc(S(=O)(=O)N3CCCCC3)ccc2OC)cc1	i	i	1	-6	i	-13	i	i	i	i	i
CCOc1ccc(S(=O)(=O)N(C)CC(=O)N2CCCC2)cc1	i	i	-3	-4	i	-4	i	i	i	i	i
Nc1cc(S(=O)(=O)c2ccc(O)c(N)c2)ccc1O	i	i	16	-11	i	/	i	i	i	i	i
CC(=O)Nc1ccc(C(=O)N/C(=C/c2ccccc2)C(=O)N2CCCCC2)cc1	i	i	7	-4	i	-7	i	i	i	i	i
Cc1ccc(N2C(=O)c3n[nH]c(C)c3C2c2cccnc2)cc1 (stereo unspecified)	i	i	-3	-6	i	-5	i	i	i	i	i
Cc1ccc([N+](=O)[O-])cc1S(=O)(=O)NCCc1c(C)[nH]c2c(C)cccc12	i	i	-1	-11	i	5	i	i	i	i	i
Cc1ccc(N2CC(C(=O)Nc3nnc(C)s3)CC2=O)cc1 (stereo unspecified)	i	i	3	-2	i	8	i	i	i	i	i
CC1(C)Cc2cccc(OCC(=O)Nc3ccccc3N3CCOCC3)c2O1	i	i	1	-9	i	-3	i	i	i	i	i
C/C(Cl)=C\Cn1c(Nc2ccccc2)nc2c1c(=O)n(C)c(=O)n2C	i	i	8	-3	i	7	i	i	i	i	i
COc1ccc(N2CCN(C(=O)Cn3nnc(-c4ccc(N(C)C)cc4)n3)CC2)cc1	/	i	-1	-8	i	/	i	i	i	i	i
CCCc1cc(C(=O)OC)c(NC(=O)CCCC(=O)O)s1	i	i	-1	-11	i	-2	i	i	i	i	i
CCOC(=O)C1CCN(C(=O)NC23CC4CC(CC(C4)C2)C3)CC1	i	i	-3	-4	i	-6	i	i	i	i	i
CCOC(=O)CSc1nnc(SCCN2C(=O)c3ccccc3C2=O)s1	i	i	-5	-22	i	0	i	i	i	i	i
O=C(O)c1ccccc1NCN1C(=O)C2CC=C(Cl)CC2C1=O (stereo unspecified)	i	i	1	-10	i	0	i	i	i	i	i
Cc1ccc(Nc2nc(-c3ccc(S(=O)(=O)N4CCCC4)cc3)cs2)cc1C	i	i	-6	-10	i	-14	i	i	i	i	i
O=C(Nc1nnc(CC2=CCCCC2)s1)Nc1ccccc1F	/	i	-3	-11	i	/	i	i	i	i	i
O=C(NC1CCCCC1)C(Cc1ccccc1)NS(=O)(=O)c1cccs1 (stereo unspecified)	i	i	-6	7.9*	i	/	i	i	i	i	i
CCCCN(Cc1cc2cccc(C)c2[nH]c1=O)S(C)(=O)=O	i	i	0	-10	i	7	i	i	i	i	i
COc1ccccc1NC(=O)Nc1nc(CC(=O)N2CCN(c3ccccc3F)CC2)cs1	i	i	-1	-15	i	18	i	i	i	i	i
Cc1ccc(-n2nnnc2-c2cnoc2-c2cccc(F)c2)cc1	i	i	1	-5	i	-8	i	i	i	i	i
Cc1nn(C)c(C(=O)Nc2ccc(Br)cc2F)c1Br	i	i	-14	-3	i	2	i	i	i	i	i
O=C(CCCN1C(=O)CCC1=O)Nc1ccc(Cl)c(C(F)(F)F)c1	i	i	1	-9	i	4	i	i	i	i	i

More compounds follow.
SMILES	KCNK3 block	KCNQ1 pot	Platelet DG rel	hERG rescue	TRPC4 agonist	Dyrk1A ADPGlo	PolyA inhibitor	TRPC4 inh	KCNQ1 block	KCNK9 block	TRPC4 potent
CC(C)n1cnc2cc(NCc3nc4ccccc4n3C)ccc21	i	i	23	-6	i	2	i	i	i	i	i
CC(C)Oc1cccc(C(=O)C2CCCN(C(=O)c3ccsc3)C2)c1 (stereo unspecified)	i	i	-11	-11	i	-8	i	i	i	i	i
CCOc1cc(NC(=O)CCl)c(OCC)cc1NC(C)=O	i	i	3	-5	i	-1	i	i	i	i	i
COc1cc(NC(=O)C2=C(C)OCCS2)c(Cl)cc1C(=O)NCCN(C)C	i	i	-7	-4	i	/	i	i	i	i	i
C#CCN(C)CC/C=C1\c2ccccc2CSc2ccccc21	i	i	-5	-11	i	13	i	i	i	i	i
CN1C(=O)C(O)(C2OC(C)(C)CCC2=O)c2ccccc21 (stereo unspecified)	i	i	3	-15	i	2	i	i	i	i	i
COc1ccc(CNC(=O)c2coc(=O)c3ccccc23)c(OC)c1	i	i	5	-15	i	/	i	i	i	i	i
O=C(CCn1nc(-c2ccccc2)c2ccccc2c1=O)NN1CCOCC1	i	i	-5	-3	i	0	i	i	i	i	i
CC(Sc1nc2ccccc2n1C)C(=O)Nc1ccc(N2CCOCC2)cc1 (stereo unspecified)	i	i	2	-18	i	-4	i	i	i	i	i
O=C1C(=O)N(CCN2CCOCC2)C(c2ccc([N+](=O)[O-])cc2)/C1=C(/O)c1ccc2c(c1)OCO2 (stereo unspecified)	i	i	-2	0	i	-2	i	i	i	i	i
COc1ccc(OCCn2ccnc2)cc1	i	i	3	-9	i	-1	i	i	i	i	i
COCCN1CCN(C(=O)C2CCC(=O)N(Cc3ccccc3OC)C2)CC1 (stereo unspecified)	i	i	0	-8	i	1	i	i	i	i	i
COc1ccc(Cn2c(=O)[nH]c3cc(C(=O)NCCCN4CCCCCC4)ccc3c2=O)cc1	i	i	2	-11	i	-4	i	i	i	i	i
Cc1csc(NC(=O)CSc2nnc(-c3cc(C)on3)o2)n1	i	i	2	-3	i	-1	i	i	i	i	i
O=C(O)/C=C/C(=O)Nc1ccccc1SC(F)(F)C(F)(F)C(F)(F)F	i	i	-3	-6	i	2	i	i	i	i	i
COC(=O)c1ccc(NC(=S)NN2CCCCC2c2cccnc2)cc1 (stereo unspecified)	i	i	/	-7	i	1	i	i	i	i	i
CC1(C)CC(=O)c2cnc(NC(=O)CSC(=S)N3CCCCC3)nc2C1	i	i	-2	-2	i	-1	i	i	i	i	i
